ALOX12 inh: ALOX12 (human) lipoxygenase inhibition | purified 12hLO, xylenol orange hydroperoxide absorbance | 580,000 compounds, 1.1% hits | Potency, µM (top dose mostly 108 µM), without a hit: at the highest dose activity change, negative = inhibition, usual class: inhibitors | AID 1671190; note: potency is the fitted concentration of half-maximal effect; % is set by controls: 0 for no effect and ±100 for the full control effect
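Purified human 12hLO (150 nM final) in 25 mM Hepes, 0.01% Triton X-100, pH 7.0 was preincubated 15 min at room temperature with compound. Then 40 uM arachidonic acid was added, 30 min. Hydroperoxide was read by Fe-XO absorbance ratio 573/405 nm.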
Apoferritin bind: binds horse apoferritin like a general anesthetic | P02791 | Potency, µM (titrated, usually from 77.5 µM), for inactives: at the highest dose activity change, negative = displacement, usual class: inhibitors | 350,000 compounds, 0.074% hits | apoferritin/1-aminoanthracene competitive binding, fluorescence; note: potency is the fitted concentration of half-maximal effect; % is set by controls: 0 for no effect and ±100 for the full control effect; nearly all actives have a fitted effect of over 20% in size
Target sequence (P02791 2-175 limits assumed): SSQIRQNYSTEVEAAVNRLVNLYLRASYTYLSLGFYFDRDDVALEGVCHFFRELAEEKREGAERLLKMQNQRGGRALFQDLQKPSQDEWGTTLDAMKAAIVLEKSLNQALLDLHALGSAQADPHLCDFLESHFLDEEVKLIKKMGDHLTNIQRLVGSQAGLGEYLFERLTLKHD
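Concentration-response curves derived by four-parameter Hill fitting of normalized fluorescence, where compounds displaced 1-AMA from 10 uM horse apoferritin following a brief 10 min room-temperature incubation; propofol titration acted as positive control.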
POLB inh: blocks human DNA polymerase beta activity. P06746. Pol beta primer extension/strand displacement, fluorescence kinetic. Potency, µM (titrated, usually from 114 µM), inactives show at the highest dose activity change, negative = inhibition, usual class: inhibitors. 340,000 compounds, 1.3% hits; note: potency is the fitted concentration of half-maximal effect; % is set by controls: 0 for no effect and ±100 for the full control effect
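Pol beta (10 nM) was preincubated with compound for 15 min at room temperature. The reaction was then started with 50 nM substrate and read immediately and after a further 10 min at room temperature.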
Pol kappa inh: blocks human DNA polymerase kappa activity; Q9UBT6; purified Pol kappa, fluorescent DNA synthesis assay, 10 min; Potency, µM (top dose mostly 107 µM), inactives show at the highest dose activity, negative = inhibition, hits mostly inhibitors; 400,000 compounds, 0.53% hits; note: potency is the fitted concentration of half-maximal effect; % is set by controls: 0 for no effect and ±100 for the full control effect
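Pol kappa 10 nM + cpd, 15 min RT; start w/ substrate 50 nM final; fluorescence kinetic read, 0 and 10 min. Neg ctrl: buffer, no enzyme.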
POLI inh: blocks human DNA polymerase iota activity. Q9UNA4. AID 588590. Potency, µM (doses to about 115 µM), inactives show at the top dose activity, negative = inhibition, actives largely listed as inhibitors. Pol iota fluorescent replication assay, 10 min. 390,000 compounds, 1% hits; note: potency is the fitted concentration of half-maximal effect
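Pol iota at 10 nM preincubated 15 min with compounds at room temperature; reaction started with fluorescent substrate, 50 nM final. Fluorescence read kinetically at 0 and 10 min; buffer-only wells as negative control.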
BLM inh: Bloom syndrome helicase (human) inhibition; AID 2528; Potency, µM (highest dose often 56.1 µM), without a hit: at the top dose activity change, negative = inhibition, actives largely listed as inhibitors; recombinant BLM DNA unwinding, fluorescence dequenching; 350,000 compounds, 0.2% hits;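 note: potency is the fitted concentration of half-maximal effect; plate controls were vehicle for no effect and no enzyme for full effect; nearly all actives have a fitted effect of over 35% in size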
ERG-DNA inh: ERG Ets/DNA interaction inhibition; 370,000 compounds, 0.028% hits; Potency, µM (series often up to 76.9 µM), without a hit: at the highest dose FP activity, negative = inhibition, most hits filed as inhibitors; AID 624246; P11308; fluorescence polarization, His-ERG Ets domain / labelled DNA; active = well fitted inhibition curve with a large enough effect in the polarisation, with a control signal flat; inconclusive = small, poorly fitted or top-dose-only effect, or effect the other way, or a change in a side signal; inactive = no such curve, though single readings can be large or run the other way; the % refers to the polarisation;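 note: polarization taken with two DNA probes labelled with fluorescein and Texas red; potency is the fitted concentration of half-maximal effect; % of control where 0% means no effect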
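His-tagged ERG Ets domain (1 uM in the protein solution; 300mM KCl, 50mM Tris-HCl, 1mM EDTA, 1mM DTT, pH 7.5) received compound, then a probe mix of 5 nM fluorescein-DNA and 100nM Texas-615-DNA. Fluorescence polarization was read for both dyes.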
APEX1 inh: APE1 (human) endonuclease inhibition; Potency, µM (highest dose often 65.8 µM), inactives show at the highest dose activity change, negative = inhibition, most hits filed as inhibitors; P27695; AID 2517; 350,000 compounds, 0.35% hits; recombinant APE1, TAMRA/BHQ-2 abasic DNA cleavage fluorescence;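 note: potency is the fitted concentration of half-maximal effect; plate controls were vehicle for no effect and reference inhibitor for full effect; nearly all actives have a fitted effect of over 55% in size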
Target sequence (P27695 whole entry, looked up): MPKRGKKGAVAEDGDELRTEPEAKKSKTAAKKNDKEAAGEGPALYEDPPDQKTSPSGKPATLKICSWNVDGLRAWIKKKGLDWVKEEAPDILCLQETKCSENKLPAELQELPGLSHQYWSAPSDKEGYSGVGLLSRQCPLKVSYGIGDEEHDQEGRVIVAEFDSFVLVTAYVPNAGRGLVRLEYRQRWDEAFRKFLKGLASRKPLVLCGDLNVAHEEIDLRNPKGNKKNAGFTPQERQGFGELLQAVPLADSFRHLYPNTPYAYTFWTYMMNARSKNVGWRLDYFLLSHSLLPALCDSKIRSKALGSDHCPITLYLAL
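Substrate: short duplex with […] THF abasic site, 5'-TAMRA and 3'-BHQ-2, 50 nM final. APE1 at 0.75 nM, preincubated 15 min RT with compound. Fluorescence increase from first to third read measured activity.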
TRHR ag: agonists of human TRH receptor | TRHR cells, calcium flux fluo-8, FDSS agonist mode | AID 493084 | 360,000 compounds, 0.18% hits | activation, % at 2 µM | P34981; in the data active = activation above about 30%; note: 0% is about no effect
Target sequence (P34981 whole entry, looked up): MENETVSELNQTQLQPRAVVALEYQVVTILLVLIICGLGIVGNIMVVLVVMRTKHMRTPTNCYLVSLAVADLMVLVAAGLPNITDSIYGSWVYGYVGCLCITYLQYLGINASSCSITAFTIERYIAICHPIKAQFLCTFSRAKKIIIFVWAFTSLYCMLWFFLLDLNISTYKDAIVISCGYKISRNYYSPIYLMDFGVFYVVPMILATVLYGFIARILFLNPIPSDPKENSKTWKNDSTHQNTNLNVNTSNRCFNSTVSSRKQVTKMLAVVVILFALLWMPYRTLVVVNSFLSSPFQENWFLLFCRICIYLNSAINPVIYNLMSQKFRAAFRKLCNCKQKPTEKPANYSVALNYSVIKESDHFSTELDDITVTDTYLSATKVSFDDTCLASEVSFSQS
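Agonist-mode FDSS calcium read (Ex 480/Em 530, 1 s cycles) in 1536-well TRHR cells with fluo-8 dye, after 10-cycle baseline and 23 nL compound addition; TRH at EC20 (10 nM final) added afterwards for the enhancer phase.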
* = called active by the depositor; ? = inconclusive; . = not tested or not shown; & = joins results of further samples; [ ] = dose if it differs, or a comment. Unless noted, calls come from the whole dose curve; as a rule, active = well fitted curve in the direction sought with a large enough effect; inconclusive = small, poorly fitted or top-dose-only effect, or another doubt; inactive = no such curve, though single readings can be large; an effect the other way counts as inactive or inconclusive. These rows are one share of the data, so the mix of outcomes need not match the whole.

SMILES | ALOX12 inh | Apoferritin bind | POLB inh | Pol kappa inh | POLI inh | BLM inh | ERG-DNA inh | APEX1 inh | TRHR ag
CCOC(=O)C1=C(N)OC(C)=C(C(=O)OCCOC)C12C(=O)Nc1ccccc12 (stereo unspecified) | 0.0% | 4.8% | -14.4% | 4.9% | 14.9% | -0.2% | -11.2% | 13.3% | 0.7
c1ccc2c(CCNC3=NCCC3)c[nH]c2c1 | -5.6% | -9.1% | -1.1% | 1.4% | 8.9% | -6.0% | 4.9% | 1.3% | 0.0
Cc1ccc(OCC(=O)N2CCN(CCc3ccncc3)CC2)cc1C | -13.9% | 3.0% | 28.3% | 7.8% | 7.0% | 0.6% | 3.7% | . | 0.1
COc1cccc(CNCCc2c[nH]c3ccccc23)c1 | -23.0% | -4.5% | -0.5% | 4.3% | 40.4%[activator] | 4.6% | 4.4% | -10.1% | 0.4
CC(C)N1CC=C(c2c[nH]c3ccccc23)CC1 | 18.8% | -15.7% | 19.5% | -12.8% | -0.9% | 8.7% | 0.7% | -12.0% | 0.4
O=C(c1ccc(C(F)(F)F)cc1)C1CCCN(Cc2ccc(CO)o2)C1 (stereo unspecified) | -8.8% | -17.4% | 25.3% | 2.1% | ? | -8.9% | 4.3% | -0.4% | -1.0
O=C(Cn1cc(C(=O)c2ccccc2F)c2ccccc21)NCc1ccco1 | -10.0% | -3.7% | 3.1% | -6.4% | 7.4% | -9.4% | -6.1% | 1.5% | 0.0
Cc1cc(/C=C2\C(=O)NC(=O)N(c3ccccc3F)C2=O)c(C)n1-c1cc(C(=O)O)cc(C(=O)O)c1 | ? | 1.8% | 10µM* | ? | ? | 44.2%[activator] | 12.9% | 10.6µM* | 0.2
COc1ccc(CC(=O)Nc2ccc3c(C(F)(F)F)cc(=O)oc3c2)cc1OC | -5.1% | -4.3% | -2.4% | -11.0% | 8.3% | 3.6% | -3.8% | -1.1% | -1.2
CCOc1ccc2nc(NC(=O)c3cccn(Cc4ccc(C)cc4)c3=O)sc2c1 | ? | 15.9% | 2.5% | -8.6%[60.1 µM] | -3.1% | -8.0% | -5.7% | . | 0.5
COC(=O)C1=C(c2ccc(OC)c(OC)c2)C[C@@H]2CC[C@H]1N2C(=O)NCCNC(C)=O | 17.9% | . | . | 1.1% | 2.8% | . | -3.9% | 3.3% | 0.7
COC(=O)c1c(N)n(Cc2ccc(OC)cc2)c2nc3ccccc3nc12 | ? | 571.6%[activator] | -10.7% | -3.7% | 21.6% | -8.0% | -6.5% | -6.1% | 2.3
COC(=O)C(O)(c1ccc(NC(=S)NC(=O)c2ccc(Cl)cc2Cl)c(C)c1)C(F)(F)F (stereo unspecified) | ? | ? | 18.4% | -10.5% | 118.3%[activator] | -10.5% | 8.5% | ? | 3.1
C=CCCC1(CC(C)C)C(=O)NC(=S)NC1=O | ? | . | . | -8.4% | 5.8% | . | -4.5% | . | .
CN(C)C(=O)OCc1n(C)cc[n+]1C | 18.3% | 1.0% | 19.8% | -9.0% | 44.6%[activator] | 0.0% | . | 6.4% | 1.5
O=C(Cn1ncc2c3ccccc3n(Cc3cccc(Cl)c3)c2c1=O)N1CCC2(CC1)OCCO2 | ? | -16.7% | 17.8µM* | -18.1% | ? | -11.7% | -3.4% | -7.4% | 1.4
CN(C)[C@@H]1C(=O)C(C(N)=O)=C(O)[C@@]2(O)C(=O)C3=C(O)c4c(O)ccc(Cl)c4[C@@](C)(O)C3C[C@@H]12 (stereo partly specified) | -24.7% | -6.4% | ? | 79.4µM* | ? | -3.3% | -12.2% | -2.7% | 0.8
NC(=O)Cn1cc(C(=O)c2ccccc2)c2ccccc21 | 2.0% | -1.1% | 1.2% | -2.5% | 31.2%[activator] | 1.0% | -14.0% | 4.2% | -0.1
CC(=O)c1ccc(-c2ccc(Cn3c(C)nc4cc(N)c(C)nc43)cc2)cc1 | -2.4% | -11.3% | -19.2% | -9.3% | -8.2% | -5.9% | -8.2% | 7.3% | 6.6
Cc1nc2c(c(=O)[nH]1)C(c1ccc([N+](=O)[O-])cc1)c1c(c3ccccc3oc1=O)O2 (stereo unspecified) | . | 3.5% | -21.9% | -13.7% | 33.5%[activator] | -3.2% | 8.4% | -1.7% | 0.1
CC(C)NS(=O)(=O)c1ccc(OCC(=O)N2CCN(Cc3ccccc3)CC2)c(Cl)c1 | 0.0% | -8.4% | -0.1% | -11.2% | 2.6% | 0.6% | -1.0% | 17.0% | 1.5
CCCCCCCCCCCCCCOS(=O)(=O)O | . | -22.7% | . | ? | . | ? | . | -3.8% | .
CCOP(=O)(OCC)c1cc(CC)ccc1O | -7.0% | -1.2% | 59.1%[activator] | 9.7% | 28.1% | 0.3% | 1.3% | -4.7% | 0.1
CC1=NN(Cc2c[nH]c3ccccc23)C(C)(C)C1 | -20.9% | -15.2% | -19.1% | -10.3% | -12.2% | -5.3% | 2.1% | 1.2% | 0.7

2 compounds from above, limited to Apoferritin bind:
Structure	Apoferritin bind
CN(C)C(=O)OCc1n(C)cc[n+]1C	1.0%
O=C(Cn1ncc2c3ccccc3n(Cc3cccc(Cl)c3)c2c1=O)N1CCC2(CC1)OCCO2	-16.7%

Carrying on:
SMILES | ALOX12 inh | Apoferritin bind | POLB inh | Pol kappa inh | POLI inh | BLM inh | ERG-DNA inh | APEX1 inh | TRHR ag
COc1cccc(-n2c(/C=C/c3ccc(O)c(O)c3)nc3ccccc3c2=O)c1 | 31.6µM* | -5.6% | 8.91µM* | -43.2% | 22.4µM* | -24.0% | 61.2%[activator] | ? | 18.7
O=C(COc1ccc2ccccc2c1)N1CCN(Cc2ccncc2)CC1 | ? | -3.1% | 2.0% | -1.8% | 12.9% | -8.9% | 3.2% | 1.8% | -2.2
Clc1ccc(C2=CCC[C@H]3CC[C@@H]2N3)cn1 | ? | . | . | -3.9%[19.4 µM] | . | -13.6% | . | -0.4% | .
CN(C)C(=O)Oc1ccc([N+](=O)[O-])cc1 | -2.6% | -11.8% | 2.1% | 2.7% | 59.3%[activator] | -3.1% | 3.4% | 2.2% | 0.0
COc1ccccc1N1CCN(C(=O)CCS(=O)(=O)c2ccc3c(c2)oc(=O)n3C)CC1 | 1.9%&-20.6% | -7.6%&-7.6% | 18.3%&14.6% | -25.2%&-2.1% | 37.6%&21.5%[activator] | -2.9%&2.7% | 6.6%&3.7% | -1.0% | -0.1&0.5
O=C(c1ccc2c(c1)N(Cc1ccccc1)CCS2)N1CCC2(CC1)OCCO2 | -18.5% | -1.2% | 3.2% | -16.0% | 4.3% | -2.8% | -5.6% | -6.2% | 0.4
COC(=O)NC(=S)Nc1ccccc1NC(=S)NC(=O)OC | 27.9% | 2.1% | . | -4.4% | -13.9% | 0.7% | -11.8% | -2.6%&11.3% | .
COc1cc(Cn2c(=O)oc3ccc(C)cc32)ccc1OC(C)C | -13.0% | ? | -0.4% | -7.1% | 2.1% | -4.9% | 7.9% | -0.1% | 0.8
NP(=O)(Oc1ccc(Cl)cc1)Oc1ccc(Cl)cc1 | 5.7% | -1.6% | -13.7% | -2.6% | 80.7%[activator] | 0.2% | -4.4% | -3.9% | -0.4
CSc1ccc(C(=O)C(C)(C)N2CCOCC2)cc1 | -1.2% | -9.2% | -19.2% | -4.7% | 6.4% | -8.6% | -6.9% | -1.4% | -0.1
O=C(C1c2ccccc2C(=O)N2CCc3ccccc3C12)N1CCC2(CC1)OCCO2 (stereo unspecified) | 0.4% | -8.0% | 5.8% | -2.6% | 34.1%[activator] | 0.8% | -0.2% | -3.0% | 1.0
Cc1ccc2c(c1)C1(CCN(CCc3nc(-c4ccccc4)oc3C)CC1)OC(=O)N2 | 185.4%[activator] | -23.3% | . | 3.1%[60.1 µM] | . | 12.9% | . | -1.9% | .
CCCC(=O)Nc1nnc(SCC(=O)NCc2ccc3c(c2)OCO3)s1 | 0.7% | -4.7% | 5.8% | -17.3% | 150.1%[activator] | 4.7% | -0.9% | 1.3% | -0.3
O=c1c2ccccc2nc(/C=C/c2ccccc2)n1-c1ccccc1F | -13.2% | ? | 2.6% | 0.0%[60.1 µM] | -4.3% | -3.2% | -1.8% | . | -0.1
CCOC(=O)C1=C(N)OC2=C(C(=O)CCC2)[C@]12C(=O)N(CC(N)=O)c1ccccc12 | ? | 7.6% | 21.2% | -11.6% | -4.8% | -2.3% | -3.2% | ? | 0.2
C=CCn1c(O)c(C(CC)=NCCc2ccccc2)c(=O)[nH]c1=O | -15.7% | -16.3% | 6.9% | 1.8% | -0.2% | -2.2% | 9.0% | -0.8% | 0.0
COCCN(C(=O)CCl)c1c(C)cccc1C | . | -8.8% | . | 11.3%[60.1 µM] | . | -1.5% | . | ? | .
COc1ccccc1-n1c(-c2ccccc2)nc2ccccc2c1=O | 0.0% | -11.3% | 54.3% | 0.3% | 74.7%[activator] | -2.4% | 13.1% | -13.9% | -0.2
Cc1cccc(N2C(=O)NC(=O)/C(=C\c3cc(C)n(-c4sc5c(c4C#N)CCCC5)c3C)C2=O)c1C | ? | -18.0% | ? | -21.2% | 20µM* | -20.3% | -2.9% | 2.0% | 0.3

Bioassay records (PubChem)
